phage Ecoli inh – growth loss of phage-infected E. coli, primary screen, RecBCD inhibitor project, absorbance, with phage, HTS. inhibition, % at 11.9 µM. 0.26% of 360,000 active. AID 651602, 2012; in the data active = inhibition above about 11%
PKA-R1A activ – activators of PKA-R1A holoenzyme, primary screen, biochemical, fluorescence polarization, Cy5-IP20, bovine R1A, mouse PKAc | PKA-R1A dissociation; scaled: DMSO 0%, 113 µM cGMP 100% | activation, % at 11.4 µM | 0.083% of 340,000 active;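 active = percent activation above the mean of all tested compounds plus 3 SD, cut at about 19% in these data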;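 also: higher means more PKAc released from R1A so a rise in polarization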
OPRM1-OPRD1 ag – agonists of OPRM1-OPRD1 heterodimerization, primary screen, cell-based, luminescence. activation, % at 9.3 µM. AID 504326, 2011. 0.3% of 340,000 active. cells; in the data active = activation above about 18%;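 also: 0% = vehicle-treated cells and 100% = reference agonist; values of inactives mirror those of a sister screen read the other way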
DSG3 Ab inh – inhibitors of pemphigus antibody binding to DSG3, primary screen, biochemical, bead-based, flow cytometry, scFv-GFP | Desmoglein-3 (Homo sapiens), P32926 | DSG3-coupled beads, scFv-anti-DSG3-GFP binding; stronger effect = lower value | binding (percent of control), % at 10 µM | 0.48% of 310,000 active;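 active = binding more than 3 SD below its plate's average and above zero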;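 also: hits lower antibody fragment binding to DSG3; some compounds called inactive have numbers as strong as hits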
HTR5A ag ctr – HTR5A agonists in luminescence cell assay, primary screen, counter-screen for OPRM1-OPRD1 heterodimer agonist project, full-deck HTS; AID 504692, 2011; 0.61% of 340,000 active; 5-hydroxytryptamine receptor 5A (Homo sapiens), P47898; activation, % at 9.3 µM; cell-based; in the data active = activation mostly above about 9.5%, no sharp cut-off; inactive = mostly below about 7.6%;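 also: 0% = cells with vehicle only and 100% = reference agonist; strong numbers were not always called active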
Target sequence (P47898 whole entry, looked up): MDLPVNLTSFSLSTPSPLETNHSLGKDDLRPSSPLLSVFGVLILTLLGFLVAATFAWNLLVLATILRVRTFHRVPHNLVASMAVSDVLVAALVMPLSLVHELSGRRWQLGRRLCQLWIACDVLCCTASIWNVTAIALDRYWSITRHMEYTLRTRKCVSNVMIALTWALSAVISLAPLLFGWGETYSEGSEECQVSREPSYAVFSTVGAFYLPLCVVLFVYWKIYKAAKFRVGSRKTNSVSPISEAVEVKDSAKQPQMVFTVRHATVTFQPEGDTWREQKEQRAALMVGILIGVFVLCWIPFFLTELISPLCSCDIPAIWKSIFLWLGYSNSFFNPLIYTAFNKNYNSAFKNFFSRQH
SUMO Mot1 rescue – yeast Mot1-301 growth rescue at high temperature, primary screen, SUMOylation pathway inhibitor project, S. cerevisiae, ATP luminescence, 38.5C | growth rescue, % at 18.8 µM | S. cerevisiae Mot1-301 growth rescue; percent above DMSO median, 100 means doubled | 1% of 320,000 active;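 active = every valid replicate shows activation above 250% relative to neutral control wells; inactive = the rest, any valid replicate at or below 250%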;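 also: OY570 slx delta 5 strain wells were the positive control but not used for scaling; some compounds called inactive have numbers as strong as hits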
PfHsp90 yeast 2 – growth inhibition of PfHsp90-expressing yeast, primary screen, antimalarial PfHsp90 inhibitor project, S. cerevisiae, BacTiter-Glo luminescence, single point, set 2; 0.32% of 310,000 active; inhibition, % at 9.4 µM; BacTiter-Glo ATP, 48 h; yeast lacking PDR1 and PDR3 efflux regulators;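 active = every replicate shows inhibition above about 80%, whatever the replicate mean, limit read from the data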;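 also: 0% = DMSO neutral controls and 100% = 20 µM radicicol positive controls; yeast relying on Plasmodium falciparum Hsp90 in place of its own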
AddAB inh – growth inhibition of E. coli expressing H. pylori AddAB, primary screen, AddAB inhibitor project, absorbance | 0.29% of 330,000 active | AID 435030, 2010 | inhibition, % at 11.9 µM; in the data active = inhibition above about 12%;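 also: 0% = vehicle wells of infected cells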
HTR5A inv ctr – HTR5A inverse agonists in luminescence cell assay, primary screen, counter-screen for OPRM1-OPRD1 heterodimer inverse agonist project, full-deck HTS. AID 504634, 2011. 5-hydroxytryptamine receptor 5A (Homo sapiens), P47898. HTR5A cell line, inverse agonism. 0.083% of 340,000 active. inhibition, % at 9.3 µM; in the data active = inhibition mostly above about 23%, no sharp cut-off; inactive = mostly below about 18%;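 also: 0% = cells with DMSO and 100% = no-cell wells with DMSO; some compounds called inactive have numbers as strong as hits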
Ecoli viability – E. coli V3065 growth inhibition, primary screen, counter-screen for AddAB inhibitor project, absorbance, OD600; 18 h; inhibition, % at 11.9 µM; 0.27% of 330,000 active; AID 449728, 2010;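 active = inhibition above the campaign's mean inhibition across all tested compounds plus 3 SD, cut at about 9.9% in these data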;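 also: uninfected addAB+ strain grown without phage in ampicillin broth; 0% = DMSO wells and 100% = ciprofloxacin 0.95 µg/ml wells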
MOR-DOR inv ag – inverse agonists of MOR-DOR heterodimerization, primary screen, cell-based, luminescence; Mu-type opioid receptor (Homo sapiens) + Delta-type opioid receptor (Homo sapiens), …; inhibition, % at 9.3 µM; 0.21% of 340,000 active; cell-based MOR-DOR heterodimer luminescence, inverse agonism; in the data active = inhibition above about 22%, passing the limit was not always enough;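 also: 0% = cells with DMSO and 100% = wells without cells with DMSO; values of inactives mirror those of a sister screen read the other way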
An asterisk follows results filed as active; . = not tested or not shown; + = active, no number.

SMILES | phage Ecoli inh | PKA-R1A activ | OPRM1-OPRD1 ag | DSG3 Ab inh | HTR5A ag ctr | SUMO Mot1 rescue | PfHsp90 yeast 2 | AddAB inh | HTR5A inv ctr | Ecoli viability | MOR-DOR inv ag
Cc1cc(Nc2ccc(F)cc2F)n2ncnc2n1 | 1.4 | 5 | -2.4 | 106 | -3 | -31 | 20 | 1.9 | 9 | 0.7 | 12
CC(=O)Nc1cccc(C(=O)Nc2ccccc2N2CCOCC2)c1 | 0.2 | -1 | -1.4 | 97 | 14 | -11 | 11 | 0.3 | -40 | -1.3 | 6
CCN(CC)S(=O)(=O)c1ccc(N2CC(C(=O)N3CCOCC3)CC2=O)cc1 (stereo not given) | 0.1 | 7 | -1.9 | 102 | 2 | -7 | -2 | 3.0 | -6 | 0.5 | 8
COc1ccc(NC(=O)C2CC(c3ccc(Cl)cc3)=NO2)cc1OC (stereo not given) | 1.2 | -7 | -1.8 | 90 | 4 | 11 | 1 | 2.7 | -14 | 1.3 | 8
COc1cc(C(=O)NCCOc2cccc3cccnc23)cc(OC)c1OC | -0.7 | -5 | -0.5 | 128 | -1 | -11 | . | 1.3 | 2 | -0.8 | 3
O=C1/C(=C\c2ccc3c(c2)OCO3)CCC/C1=C/c1ccc2c(c1)OCO2 | 1.2 | 1 | -0.7 | 104 | 5 | . | 20 | -1.0 | -14 | 3.3 | 4
O=C(N/C(=C\c1ccccc1Cl)C(=O)N1CCOCC1)c1ccc([N+](=O)[O-])cc1 | 3.4 | -2 | 0.1 | 95 | 3 | 6 | 7 | -1.7 | -9 | -0.8 | 0
Cn1cc(C(C[N+](=O)[O-])c2ccccc2)c2ccccc21 (stereo not given) | 1.4 | -1 | 3.9 | 97 | 2 | -2 | -16 | 2.1 | -10 | 2.7 | -18
CCCc1nnc(NC(=O)CSc2nnc(-c3ccco3)n2C)s1 | -1.0 | -7 | 0.4 | . | -4 | -9 | -16 | 2.7 | 10 | 2.0 | -3
Cc1[nH]c(=O)[nH]c(=O)c1/C=C/C(=O)OCC(C)C | 2.8 | -4 | -1.8 | 99 | -2 | -4 | 11 | 1.1 | -7 | -0.6 | 8
NC(N)=S | 1.6 | 3 | -1.4 | 114 | -3 | . | -10 | 1.0 | -47 | -0.3 | 8
CCOC(=O)CNC(=O)Cc1ccc(Cl)cc1 | -0.4 | 8 | -1.1 | 112 | 6 | -9 | 11 | -0.4 | -2 | -0.8 | 5
CSc1oc(-c2ccccc2)nc1S(=O)(=O)c1ccc(F)cc1 | 2.3 | -6 | 1.6 | 106 | -1 | 3 | -25 | 1.8 | 10 | 2.9 | -9
CCCOC(=O)c1c(NC(=O)/C=C/c2cnn(C)c2C)sc(C(=O)OC)c1C | . | -4 | -0.7 | 99 | 7 | + | 21 | -0.4 | -22 | -3.6 | 4
CCOC(=O)C1(Cc2ccc(Cl)cc2)CCN(C(=O)c2sc(C)nc2C)CC1 | 2.5 | 2 | -0.7 | 107 | -3 | 3 | -9 | -3.4 | -4 | -0.6 | 5
Cc1ccc(SCC(=O)N(C)C2CCS(=O)(=O)C2)cc1 (stereo not given) | 4.3 | 1 | 0.0 | 100 | 0 | 399 | 16 | 0.2 | 1 | 3.4 | 0
O=c1[nH]c(SCc2ccccc2Cl)nc2c1CCC2 | 1.1 | 0 | -1.4 | 109 | 0 | 722 | . | -0.5 | -2 | -0.2 | 6
Cc1cc(C)n(-c2nc(NCCCO)c3c4c(sc3n2)CCCC4)n1 | 1.2 | -10 | -2.6 | 90 | 3 | -11 | . | -0.5 | -6 | -1.2 | 13
NNC(=O)c1ccccc1OCCOc1ccccc1 | 2.4 | -3 | 0.3 | 99 | 4 | 10 | -23 | 3.3 | -10 | -0.9 | -1
CCCc1cc(=O)[nH]c(Nc2ccc3c(c2)OCCO3)n1 | 3.8 | -3 | -1.9 | 97 | 0 | 0 | -6 | -1.3 | 13 | -1.7 | 10
O=C(O)c1cccc(Nc2ccnc(Nc3cccc(C(=O)O)c3)n2)c1 | 0.5 | -6 | -3.3 | 90 | 1 | 13 | 9 | -0.2 | -3 | 0.3 | 18
Cn1cc(CN2C[C@H]3CC[C@H]2C3)c(-c2ccccc2F)n1 | 3.1 | -7 | -1.5 | 105 | -6 | -1 | 18 | 0.7 | -11 | 0.8 | 10
Nn1c(-c2cccc(O)c2)nnc1-c1cccc(O)c1 | 2.3 | -1 | 0.1 | 89 | -4 | . | 21 | . | 16 | . | -1
C=CCSc1nc(O)c(CC)c(=O)n1C(C)CC (stereo not given) | 1.1 | 8 | -2.2 | 126 | -2 | -6 | . | -0.4 | 14 | -1.7 | 12
COc1cc2[nH]c(=O)n(CCC(=O)N3CCN(Cc4ccc5c(c4)OCO5)CC3)c(=O)c2cc1OC | 2.9 | 0 | 0.8 | 123 | -1 | -14 | 31 | 4.9 | 3 | 0.7 | -4
COCCCn1c(=NC(C)=O)c(C#N)cc2c(=O)n3cccc(C)c3nc21 | 2.8 | . | . | 93 | . | -24 | . | 0.5 | . | -0.7 | .
O=C(CS(=O)(=O)Cc1ccccc1)N1CCN(Cc2ccc3c(c2)OCO3)CC1 | 0.6 | 8 | 1.1 | . | -2 | 1 | 13 | 0.4 | 25 | -3.4 | -7
NS(=O)(=O)c1cc(Cl)c(Cl)c(S(N)(=O)=O)c1 | 2.6 | 8 | -1.0 | 111 | 1 | 11 | -5 | 0.9 | -20 | 4.1 | 6
Cc1ccc(C(=O)CCC(=O)OC(C)C(=O)NC2CCCCC2C)cc1 (stereo not given) | 1.0 | -7 | -2.9 | 121 | 1 | -5 | 3 | 1.3 | -3 | -0.2 | 12
CCOC(=O)C1CCCN(C(=S)Nc2cc(C)cc(C)c2)C1 (stereo not given) | 1.6 | 0 | -1.4 | . | 4 | . | -10 | 0.3 | -13 | -1.1 | 7
CCCCCCSc1cc(-c2nc3ccc(C)cn3c2NCc2ccccc2)ccc1OC | 0.5 | -11 | 5.8 | 112 | -6 | 12 | -11 | 3.9 | 14 | -2.4 | -32
COc1ccc(CNS(=O)(=O)c2cc3c(cc2Cl)NC(=O)CO3)cc1 | 1.8 | 0 | -2.0 | 103 | 2 | 19 | -3 | 0.5 | -19 | -1.3 | 11
COc1cccc(-c2csc3nc[nH]c(=O)c23)c1 | 3.9 | -1 | 1.0 | 102 | 0 | 44 | -7 | 5.5 | -5 | 0.1 | -6
O=C(CCN1C(=O)c2ccccc2C1=O)C1=NN[C@@H]2C(=O)N(c3ccc4c(c3)OCCO4)C(=O)[C@H]12 | 2.5 | . | . | 99 | . | -7 | . | 1.6 | . | -0.2 | .
CN(C)C(CNc1ccc(C(F)(F)F)cn1)c1ccccc1 (stereo not given) | -1.8 | -2 | 11 | 93 | 2 | 5 | -82 | 3.8 | -5 | 3.3 | -70
COc1cccc(/C=N/Nc2nc(Nc3ccccc3)nc(-n3nc(C)cc3C)n2)c1O | 2.0 | -16 | 0.9 | 100 | -18 | -11 | . | 5.5 | 40* | -0.4 | -4
CCOP(=O)(OCC)c1nc(/C=C/c2ccccc2)oc1NCc1ccc(OC)cc1 | -0.1 | 4 | -0.1 | 131 | -3 | -19 | . | 3.0 | -15 | -1.4 | 0
CN(c1ccc(C(=O)N2CCN(c3ccc(F)cc3)CC2)cc1)S(C)(=O)=O | 1.0 | 7 | 0.0 | 97 | 0 | 8 | -28 | 4.3 | 6 | 0.3 | 0
COCc1ccc(-c2c(-c3ccc(OC)cc3)oc(=O)c3cc(OC)c(OC)cc23)cc1 | 1.5 | -13 | -0.6 | 99 | -3 | 5 | 14 | 0.1 | -2 | 1.0 | 4
COc1ccc(Cl)cc1NC(=O)c1ccccc1C | 2.0 | -11 | -1.1 | 109 | 1 | . | -9 | 5.2 | -5 | 0.9 | 6
Cc1ccc(C)c(NC(=O)COC(=O)c2ccc(S(=O)(=O)N3CCCCC3)cc2)c1 | 2.6 | -8 | -3.0 | 96 | -5 | 2 | 21 | -1.2 | 16 | 0.9 | 16
CN(Cc1ccc(F)cc1)C(=O)c1cc(COc2ccc(-n3cncn3)cc2)on1 | 4.5 | -7 | -1.7 | 105 | -2 | 18 | -4 | . | -2 | . | 12
Cc1cc(C)c(NC(=S)NCCCSC2CCCCC2)c(C)c1 | 1.4 | -4 | 4.2 | . | 1 | -5 | -8 | 0.2 | -31 | 1.2 | -19
COc1cc(NC(=O)c2ccc3c(c2)S(=O)(=O)N=C2CCCCCN23)cc(OC)c1 | 3.5 | 5 | 0.2 | 107 | 1 | -9 | -5 | -0.1 | -1 | -2.6 | -1
CNc1nc2cc([N+](=O)[O-])c([N+](=O)[O-])cc2nc1NC | 1.8 | -4 | 2.2 | 97 | 4 | 3 | -4 | 3.2 | -12 | -2.3 | -13
COc1ccc(C(=O)N2CCN(c3cccc(Cl)c3)CC2)cc1S(=O)(=O)NC1CC1 | -1.3 | -12 | -2.4 | 111 | 4 | . | 8 | -1.1 | -11 | 0.0 | 10
COc1cc(C(=O)OCCCN=C2NS(=O)(=O)c3ccccc32)cc(OC)c1OC | 4.8 | -8 | -3.2 | 80 | 2 | 15 | -2 | 2.6 | -4 | -1.5 | 16
C=C(Br)Cn1c(CCC)nc2ccccc21 | 0.7 | -3 | -3.0 | 106 | -3 | -8 | 25 | -2.7 | -11 | 0.2 | 17
Cc1cccc(NC(=O)COC(=O)CN2CCCCCC2=O)c1C | 11* | -3 | -0.6 | 123 | 2 | 1 | -4 | -0.4 | -10 | -0.1 | 3
CCN1c2ccccc2-c2nc3ccccc3n2C1c1ccco1 (stereo not given) | 3.6 | -4 | -3.2 | 98 | 0 | 316 | -14 | 0.8 | -9 | 1.6 | 16
O=C1C(Cl)=C(N2CCCCCC2)C(=O)N1c1ccccc1Cl | 1.7 | 4 | 4.5 | 95 | 8 | 6 | -2 | -1.2 | -33 | -1.9 | -26
Cc1[nH]n(C(N)=S)c(=O)c1N=Nc1ccc(S(=O)(=O)N2CCCCCC2)cc1 | 3.6 | -6 | -4.5 | 96 | -3 | 11 | -59 | 5.7 | 6 | 9.2 | 21
